# From PubChem BioAssay
# EP2 antag – blocks the human prostaglandin E2 receptor EP2; hit rate 0.52% among 260,000; P43116; C6 glioma cells expressing human EP2, cAMP TR-FRET; cells stimulated with saturating PGE2; inhibition, % at 25 µM;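 active = percent inhibition above 40 after rounding to a whole number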;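 note: rat C6 glioma host cells with rolipram phosphodiesterase inhibitor present; the protocol text gives 20 µM as final concentration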
# Target sequence (P43116 whole entry, looked up): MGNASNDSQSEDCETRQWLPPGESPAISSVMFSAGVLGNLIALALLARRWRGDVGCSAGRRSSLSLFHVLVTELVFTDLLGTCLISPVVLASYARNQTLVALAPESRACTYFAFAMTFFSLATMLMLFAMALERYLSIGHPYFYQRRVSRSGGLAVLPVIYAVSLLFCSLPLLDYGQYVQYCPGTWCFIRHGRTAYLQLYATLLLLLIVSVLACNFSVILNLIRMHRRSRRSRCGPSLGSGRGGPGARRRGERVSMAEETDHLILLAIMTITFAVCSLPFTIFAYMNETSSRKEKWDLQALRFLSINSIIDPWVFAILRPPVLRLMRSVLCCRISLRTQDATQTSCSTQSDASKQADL
# EP2 mod – modulates human prostaglandin E2 receptor EP2 signaling | P43116 | EP2-expressing cells, cAMP HTRF FRET, PGE2 co-stimulation | induction, % at 25 µM | hit rate 0.83% among 260,000 | AID 940;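 active = compounds whose cAMP rise, as percent of the full-agonist control response, exceeds 60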;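 note: rat C6 glioma line stably carrying human EP2 under a CMV promoter; the protocol text gives 20 µM as final concentration; 100% = response of wells given 1 µM PGE2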
# * = called active by the depositor; & = joins results of further samples.
SMILES,EP2 antag,EP2 mod
COc1ccc2oc(=O)c(C(=O)NNC(=O)c3ccncc3)cc2c1,6.8,3.0
CC1CCCC(C)N1C(=O)CSc1nnc(-c2ccc(S(=O)(=O)N3CCCC3)cc2)n1C (centres undefined),7.2,28.1
CCc1nc(SCC(=O)c2ccc(NC(C)=O)cc2)c2ccccc2n1,15.8,-29.6
O=C(O)CCSCc1ccccc1,11.7,25.5
COc1cccc(CN(Cc2ccncc2)C2CC(C)(C)NC(C)(C)C2)c1,5.7,-21.8
CCC(=O)c1ccc2c(c1)N(CCCN(C)C)c1ccccc1S2,25.7&14.2,16.4
Cc1nn(Cc2ccccc2)c(C)c1C(=O)N1CCCC1c1nc2ccccc2[nH]1 (centres undefined),18.6,-5.8
CCCC(=O)N1CCC(c2nc3c(nnn3Cc3cc(C)ccc3C)c(=O)[nH]2)CC1,5.7,12.7
CCN(CC)CCN1C(=O)C(=O)/C(=C(\O)c2cccc(OC)c2)C1c1cccs1 (centres undefined),12.6,2.7
COc1ccc(S(=O)(=O)N2CCC(C(=O)NC(C)C)CC2)cc1C,7.9,0.2
NC(=O)C1CCN(C(=O)CSc2nc(-c3ccco3)cc(C(F)(F)F)n2)CC1,4.3,-27.6
N#Cc1c(NC(=O)COC(=O)c2cccs2)sc2c1CCC2,10.9,-11.6
NC(CSCSCC(N)C(=O)O)C(=O)O (centres undefined),15.1,19.4
CCC(C)(C)n1nnnc1C(c1cc2cc(C)cc(C)c2[nH]c1=O)N1CCCc2ccccc21 (centres undefined),27.6,32.6
C=CCn1c(SCC(=O)OC)nc2c1c(=O)[nH]c(=O)n2C,9.7,7.4
O=C(O)CCn1cnc2c(=S)nc[nH]c21,8.1,23.3
O=C(NC(=S)NNC(=O)c1cc(-c2ccccc2)nc2ccccc12)c1cccnc1,0.6,-17.3
Cc1cc2cc3c(cc2nc1SCC(=O)N1CCc2ccccc2C1)OCO3,1.6,-41.1
C=CCn1c(SCC(=O)NCc2ccccc2)nc2sc(C)c(C)c2c1=O,13.0,-49.5
CCOC(=O)Cn1nnnc1CN(Cc1cc2ccc(C)cc2[nH]c1=O)C1CCCCC1,9.3,36.3
c1ccc(Cn2nnnc2CN2CCC(c3nc4ccccc4s3)CC2)cc1,7.9,-82.3
C=C(C)COc1ccc2c(c1)CC[C@@H]1[C@H]3C/C(=N/O)C(=O)[C@]3(C)CC[C@@H]21,30.1,63.1*
CN[C@@H]1C(OC2[C@H](O[C@H]3[C@H](O)[C@@H](O)[C@H](N=C(N)N)[C@@H](O)[C@@H]3N=C(N)N)OC(C)[C@]2(O)CO)OC(CO)C(O)C1O (some centres undefined),5.8,5.0
O=C(c1cc(Cl)cc(Cl)c1)N1CCCCC1,4.8,-12.6
COC(=O)c1c(NC(=O)c2ccc(OC)cc2)sc(C(=O)Nc2ccccc2OC)c1C,9.4,5.4
Cc1cnc(C)c(N2CCC(C(=O)O)CC2)n1,16.2,7.0
CC1CCCN(c2ccc(NC(=O)Cn3nc(-c4cccs4)cc(N)c3=O)cc2)C1 (centres undefined),3.3,-16.6
CC1C(c2ccc(F)cc2)=NOC1C(=O)NCCCC1CCOC1 (centres undefined),7.4,-25.8
COc1ccc(C2/C(=C(/O)c3ccc(C)cc3)C(=O)C(=O)N2CCCN2CCOCC2)c(OC)c1 (centres undefined),7.4,-18.6
Cc1[nH]c2ccccc2c1-c1cc(-c2cc(-c3c(C)[nH]c4ccccc34)nc(N)n2)nc(N)n1,42.4*,1.1
CCOc1ccc(/C=C2\C(C)=C(C#N)c3nc(N)c(C#N)c(C)c32)cc1,10.1,-53.7
COCCNC(=S)N(Cc1cc2cc3c(cc2[nH]c1=O)OCCO3)C1CCCCC1,10.5,1.4
Cc1ccc(NC(=O)c2cccs2)c(N)c1,10.8,-143.2
CCOc1ccccc1NC(=O)C1OC2OC3(CCCCC3)OC2C2OC3(CCCCC3)OC12 (centres undefined),50.0*,-0.1
COc1ccc(N2CCN(C(=O)CN(c3cccc(Cl)c3)S(C)(=O)=O)CC2)cc1,6.3,-19.2
C=CCNC(=O)C1CC(=O)N(c2ccc(OCc3ccccc3)cc2)C1 (centres undefined),12.1,14.1
COc1ccccc1NC(=S)N(Cc1cc2cccc(C)c2[nH]c1=O)CC1CCCO1 (centres undefined),15.9,33.0
CC(C)(C)C1=NN(CC(=O)N2CCSCC2)C(=O)c2cc3ccccc3n2C1,7.6,-17.9
Cc1ccc(NC(=O)C(=O)NCc2cccnc2)cc1Cl,8.6,-47.3
COc1cccc(C2C3=C(CCCC3=O)N(C)C3=C2C(=O)CCC3)c1,12.1,2.7
CC(=O)c1ccc(NC(=O)CSc2nc(N)cc(=O)[nH]2)cc1,4.6,10.9
CCN(Cc1ccncc1)C(=O)C(CO)c1ccccc1 (centres undefined),11.5&18.5,6.6&2.6
C=CCNC(=O)CN1C(=O)c2cccc3cccc1c23,14.8,-21.4
COC(=O)C1=C(C)NC(=O)NC1c1ccc(OC)c(OC)c1 (centres undefined),24.2,11.7
O=C(Nc1ccccc1-c1ccccc1)c1sc2cc(F)ccc2c1Cl,2.9,30.8

# EP2 mod, what is marked active above.
mol,EP2 mod
C=C(C)COc1ccc2c(c1)CC[C@@H]1[C@H]3C/C(=N/O)C(=O)[C@]3(C)CC[C@@H]21,63.1*

# Compound profiles, from the list above.
# Entry for COCCNC(=S)N(Cc1cc2cc3c(cc2[nH]c1=O)OCCO3)C1CCCCC1 : EP2 antag = 10.5; EP2 mod = 1.4
# Entry for C=CCn1c(SCC(=O)NCc2ccccc2)nc2sc(C)c(C)c2c1=O : EP2 antag = 13.0; EP2 mod = -49.5

# Next section:
SMILES,EP2 antag,EP2 mod
COc1ccc(CCNc2nc(-c3ccc(F)cc3)cs2)cc1OC,11.8,-146.4
CC(=O)c1cccc(N(CC(=O)NC2CCCCC2)C(=O)c2ccc(C)s2)c1,3.2,38.9
CC1Oc2nc3ccccc3cc2CN(C2CCC2)C1=O (centres undefined),8.4,-2.4
COCCCNC(=O)C1CCN(S(=O)(=O)c2ccccc2)CC1,8.9,3.4
Fc1cccc(F)c1C(Nc1nncs1)Nc1nncs1,46.4*,31.9
COc1ccc(-c2c(C)[nH]n3c(=O)cc(C(C)C)nc23)cc1,7.2,-44.3
C=CCNc1nc(-c2sc(NC(=O)c3ccccc3)nc2C)cs1,15.8,-131.0
CCc1nn(CC(=O)OC2CCCCC2)c(=O)c2cc3occc3n12,5.8,-14.1
COc1ccc(C(=O)N2CCC(C(=O)c3ccc(F)cc3)CC2)cc1OC,5.9,7.5
O=c1[nH]c(/C=C\c2ccc(-c3ccccc3C(F)(F)F)o2)nc(O)c1[N+](=O)[O-],9.6,-19.9
COCCCNC(=O)C1CCN(S(=O)(=O)c2ccc(OC)c(C)c2)CC1,16.5,-15.5
Fc1ccc(Cn2nnnc2CN2CCN(c3nc4ccccc4s3)CC2)cc1,7.4,-99.2
COc1cccc(OC)c1OCCNCC1CSc2ccccc2O1 (centres undefined),20.1&11.9,-15.1
Cc1ccc(OCCCC(=O)Nc2nnc(C)s2)cc1,4.3,-10.8
COc1cc2ccc(=O)oc2cc1O,16.1,13.5
Cc1occc1-c1nn(CC(=O)N2c3ccccc3CC2C)c(=O)o1 (centres undefined),9.0,-46.8
Cc1cccc(-n2c(-c3ccco3)nn(CC(=O)NC(C)C)c2=O)n1,8.7,-13.5
C#CCOc1c(Cl)cc(C2C3=C(CCCC3=O)NC3=C2C(=O)CCC3)cc1Cl,11.4,-90.4
COCCn1nnnc1C(c1ccc(OC)cc1OC)N1CCN(C2CCCC2)CC1 (centres undefined),16.5,-1.6
CC(C)(C)NC(=O)CSc1n[nH]c(-c2ccccc2Cl)n1,3.7,-2.4
Cc1cc(C)c2[nH]c(=O)c(CN(CC3CCCO3)C(=S)NCCCN(C)C)cc2c1 (centres undefined),5.5,-39.9
CCOC(=O)C1CCN(C(c2cc3cc(C)ccc3[nH]c2=O)c2nnnn2Cc2ccccc2)CC1 (centres undefined),10.6,-7.0
Cc1nn(C)c(C)c1NC(=O)CCn1c(-c2ccc(F)cc2)cc2cccnc21,7.1,-49.1
COc1ccc(C2NC(C(=O)O)CS2)cc1O (centres undefined),14.2,-9.3
COc1ccccc1NC(=O)c1sc(NC(=O)c2cccc(C)c2)c(C#N)c1C,11.9,-37.4
COC(=O)/C=C1/C(=O)N(C(C)=O)c2ccccc21,71.0*,-50.6
CC1CCCN(CC(O)c2ccc3c(c2)CCCN3C(=O)C(C)(C)C)C1 (centres undefined),6.8,-28.7
CCn1c(C)[n+](CC)c2ccc(NS(=O)(=O)c3ccc(C)cc3)cc21,10.9,-0.8
CCOc1ccc(OCC)c(NC(=O)CN2CCN(c3ccc(OC)cc3)CC2)c1,6.0,15.5
CCOC(=O)C(C)n1cnc2sc3c(c2c1=O)CCC(C)C3 (centres undefined),13.4,-0.6

# 4 entries from above in another layout.
# Results follow in this order: EP2 antag | EP2 mod
> COc1cccc(C2C3=C(CCCC3=O)N(C)C3=C2C(=O)CCC3)c1
 : 12.1 | 2.7
> CC(=O)c1ccc(NC(=O)CSc2nc(N)cc(=O)[nH]2)cc1
 : 4.6 | 10.9
> CCN(Cc1ccncc1)C(=O)C(CO)c1ccccc1 (centres undefined)
 : 11.5&18.5 | 6.6&2.6
> C=CCNC(=O)CN1C(=O)c2cccc3cccc1c23
 : 14.8 | -21.4

# (continued)
SMILES,EP2 antag,EP2 mod
O=C(COc1ccc(Cl)cc1)N1CCN(C(=O)c2cccc3ccccc23)CC1,11.3,-76.0
C=CCn1c(SCC(=O)Nc2ccc(Cl)cc2)nc2sc(C)c(C)c2c1=O,11.1,-66.0
COc1cc(OC)cc(C(=O)N2CCC(C(=O)Nc3cccc(C)c3)CC2)c1,6.8,-33.6
Cc1cc2cc(CN(CCN3CCOCC3)C(c3nnnn3C(C)(C)C)C(C)C)c(=O)[nH]c2cc1C (centres undefined),8.2,-16.4
Cc1ccccc1CN(CCCn1ccnc1)Cc1cn[nH]c1C(C)(C)C,4.2,-10.5
O=C(NCCc1ccccc1)[C@H]1C=CCN1C(=O)c1cccs1,4.6,-20.9
O=C1COc2ccccc2N1Cc1cccc(F)c1,8.9,52.8
CCc1nc2sc3c(c2c2nnc(SCC(=O)NCc4ccc5c(c4)OCO5)n12)CCC(C)C3 (centres undefined),13.7,80.4*
O=C1C(=O)N(CCOCCO)C(c2cccnc2)/C1=C(/O)c1ccc(F)cc1 (centres undefined),10.0,10.3
Cc1cc(C)n2nc(C(=O)NCCCN3Cc4ccccc4C3)c(Cl)c2n1,6.5,-14.4
CCOC(=O)c1sc(N2C(=O)C(O)=C(C(=O)c3ccco3)C2c2ccc(C)o2)nc1C (centres undefined),8.1,21.6
COCCNc1c(-c2cc(Cl)c(O)c(Cl)c2)nc2cnccn12,8.5,-7.7
Cc1ccc(CN(Cc2cc3cc4c(cc3[nH]c2=O)OCO4)Cc2nnnn2C(C)(C)C)cc1,15.2,28.8
O=S(=O)(c1ccc(S(=O)(=O)N2CCOCC2)cc1)N1CCCCCC1,9.4,-19.7
CC1CCN(C(=O)CSc2nnc(-c3ccc(F)cc3)o2)CC1,13.1,-30.3
COCC(=O)N1CCC(n2nc(-c3ccoc3C)oc2=O)CC1,6.6,-35.4
Cc1cn2c3c(=O)[nH]c(=O)n(C)c3nc2n1Cc1ccccc1,22.8,-9.7
COc1cc(C(C)=O)ccc1OCC(O)CN1CCN(c2ccc(C)c(C)c2)CC1 (centres undefined),7.0,-77.8
CC(C)(C)NC(=O)C(c1ccncc1)N(C(=O)c1csnn1)c1cccc2c1CCCC2 (centres undefined),9.3,-3.5
CS(=O)(=O)c1ccc(CC(=O)N2CC[C@@H](c3ccccc3)[C@H](O)C2)cc1,6.9,-4.3
CCC(C)(C)n1nnnc1C(c1cc(OC)ccc1OC)N1CCN(Cc2ccncc2)CC1 (centres undefined),12.2,-36.3
COCCN(C(=O)Cc1cccs1)c1nnc(-c2ccc(C)cc2)s1,8.5,-15.5
C[n+]1c(/C=C2/Sc3ccccc3N2CCCS(=O)(=O)[O-])ccc2ccccc21,12.1,-71.7
COc1ccc(OC)c(CC(=O)NC2(c3ccc4c(c3)OCO4)CCCC2)c1,7.0,-6.5
COc1ccc(Br)cc1/C=C1\C(=O)NC(=O)N(c2ccccc2)C1=O,9.7,-75.8
COC(=O)c1c(-c2ccc(C)cc2)csc1NC(=S)NC(=O)c1cccnc1,4.3,35.4
CCCn1cnc2scc(-c3ccc(Cl)cc3)c2c1=O,8.4,42.3
C=CCNC(=O)c1cc2c(=O)n3cccc(C)c3nc2n(C(C)C)c1=N,10.0,-38.4
COc1ccc(-c2ccccc2)cc1NS(=O)(=O)c1cn(C)nc1C,14.4,-146.0
O=C(Cc1ccccc1)N1CCCc2ccccc21,9.0,-9.9
Cc1cc2cc(C(c3nnnn3C3CCCC3)N3CCN(c4ccccc4)CC3)c(=O)[nH]c2cc1C (centres undefined),12.9,37.5
O=C(Cn1nc(-c2ccc3c(c2)OCCO3)ccc1=O)Nc1ccc(S(=O)(=O)N2CCCC2)cc1,9.4,-16.9
O=S(=O)(NCc1ccc2c(c1)OCO2)c1ccc(S(=O)(=O)NCc2cccs2)cc1,6.9,-17.8
COCCCNC(=O)C1CCN(S(=O)(=O)c2cc(OC)ccc2OC)CC1,9.6,-37.0
CCC(C)N(Cc1ccc(F)cc1)C(=O)c1cc2ccccc2oc1=O (centres undefined),17.4,-51.5

# An excerpt; count on the stated rates, not on these rows.
